Rab9 prom act = activates the Rab9 promoter; Huh7 Rab9 promoter-luciferase reporter, luminescence, 24 h; AID 485297; actives 2.8% (n = 320,000); Potency, µM (top dose mostly 9.22 µM), without a hit: top-dose activation, negative = inhibition, usual class: activators; further: % of control where 0% means no effect; nearly all actives have a fitted effect of over 60% in size
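Promoter activation is measured as luciferase luminescence in Huh7 cells stably transfected with a Rab9 promoter–luciferase construct, following 24 h compound exposure at 37 °C and 10 min reagent incubation at ambient temperature.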
NPC1 prom act = activators of NPC1 promoter. Huh7 NPC1 promoter luciferase reporter, 24 h. AID 485313. Potency, µM (highest dose often 9.22 µM), without a hit: at the highest dose activation, most hits filed as activators. actives 2.4% (n = 320,000);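 further: % of control where 0% means no effect; nearly all actives have a fitted effect of over 60% in size; reporter is driven by a mutant NPC1 promoter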
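NPC1 promoter–luciferase Huh7 cells; 24 h compound; luminescence.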
FLuc modulator = inhibits or activates purified firefly luciferase, miR-21 counter-screen | P08659 | purified FLuc, Km substrates, luminescence inhibition | Potency, µM (top dose mostly 57.5 µM), without a hit: top-dose activity change, negative = inhibition, actives largely listed as inhibitors | actives 6.9% (n = 360,000) | AID 588342;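 further: plate controls were vehicle for no effect and reference inhibitor for full effect; nearly all actives have a fitted effect of over 55% in size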
Target sequence (P08659 whole entry, looked up): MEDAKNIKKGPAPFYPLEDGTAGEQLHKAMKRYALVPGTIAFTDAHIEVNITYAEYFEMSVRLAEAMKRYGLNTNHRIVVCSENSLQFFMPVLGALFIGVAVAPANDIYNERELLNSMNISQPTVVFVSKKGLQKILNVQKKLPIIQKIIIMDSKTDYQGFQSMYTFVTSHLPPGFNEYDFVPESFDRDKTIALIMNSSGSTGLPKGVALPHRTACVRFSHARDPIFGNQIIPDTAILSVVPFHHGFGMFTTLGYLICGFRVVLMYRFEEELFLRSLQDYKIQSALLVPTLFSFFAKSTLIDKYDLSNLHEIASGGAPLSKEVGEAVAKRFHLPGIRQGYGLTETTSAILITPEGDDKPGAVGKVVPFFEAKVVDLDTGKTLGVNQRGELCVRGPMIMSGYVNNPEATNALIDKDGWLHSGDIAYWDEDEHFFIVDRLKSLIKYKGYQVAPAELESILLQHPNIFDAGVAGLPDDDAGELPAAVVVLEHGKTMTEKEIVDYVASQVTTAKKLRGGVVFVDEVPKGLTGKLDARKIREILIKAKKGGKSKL
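Purified P. pyralis luciferase (10nM final) with 10uM D-luciferin and 10uM ATP (Km levels) in 50mM Tris acetate pH 7.5, 10mM Mg acetate, 0.01% Tween-20, 0.05% BSA; qHTS 6-point titration, ~60 µM downward; luminescence read.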
p53 reactivator = mutant p53 re-activation in reporter cells; H1299 p53-A138V BP100-luciferase reporter, luminescence, 24 h; Potency, µM (titrated, usually from 92.2 µM), inactives show at the highest dose activity change, positive = activation, usual class: activators; actives 0.063% (n = 320,000); further: % of control where 0% means no effect; nearly all actives have a fitted effect of over 45% in size
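p53-null H1299 cells stably carrying temperature-sensitive p53-A138V and a BP100-luciferase reporter were pinned with compounds (4-point, 1:5 series) and held 24 hrs at 37 deg C. Luminescence was read 10 min after detection reagent.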
RORg inh = inhibitors of mouse ROR gamma transcriptional activity; P51450; Drosophila S2 Gal4-RORgamma UAS-luciferase reporter, 20 h; Potency, µM (doses to about 53.6 µM), for the others: top-dose activity change, negative = inhibition, usual class: inhibitors; actives 5.4% (n = 310,000); AID 2551; further: on the % scale 0 is the no-effect control and ±100 the full control effect; nearly all actives have a fitted effect of over 60% in size
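Compounds are pin-transferred onto Drosophila Schneider cells expressing a copper-inducible Gal4–ROR gamma transactivation domain fusion. After 1 hr, copper sulfate is added to 700 uM final; luciferase is read 20 hr later.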
uPA generation = blocks generation of uPA at the cell surface; AID 540303; actives 0.31% (n = 330,000); cell surface uPA generation assay, qHTS; Potency, µM (series often up to 38.3 µM), inactives show top-dose activity change, negative = inhibition, hits mostly inhibitors; active means well fitted inhibition curve with a large enough effect; inconclusive means small, poorly fitted or top-dose-only effect; inactive means no such curve, though single readings can be large or run the other way; tested in mouse RAW 264.7 cells; further: on the % scale 0 is the no-effect control and ±100 the full control effect; nearly all actives have a fitted effect of over 55% in size
ELG1 genotoxic = induces genotoxicity in HEK293T cells with luciferase-tagged ELG1; HEK293T ELG1-luciferase reporter, luminescence, 16 h; Potency, µM (titrated, usually from 46 µM), without a hit: top-dose activity change, positive = activation, most hits filed as activators; actives 1.3% (n = 330,000); AID 504466; further: % of control where 0% means no effect; nearly all actives have a fitted effect of over 60% in size
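Genotoxic stress is detected as increased luminescence from luciferase-tagged ELG1 in HEK293T cells, measured with ONE-Glo after a 16 hr treatment at 37 °C.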
BRCA1 expr act = increases BRCA1 expression. actives 1.1% (n = 380,000). Potency, µM (highest dose often 46.1 µM), inactives show top-dose activation, most hits filed as activators. MCF7-BRCA1-FFLuc reporter, luminescence, 48 h; response scale: scaled: vehicle 0%, 10 µM genistein 100%. AID 624202; further: nearly all actives have a fitted effect of over 80% in size; some results filed as inactive show a strong effect at the top dose
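Cells: MCF7-BRCA1-FFLuc, 2000/well. Exposure: 48 h, 37 °C, 5% CO2. Read: luminescence, 15 min post-substrate. Controls: genistein 10 microM (maximal activation), DMSO (neutral).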
MBNL1 CUG block = inhibitors of human MBNL1 binding to CUG repeat RNA; AID 2675; Q9NR56; TR-FRET MBNL1-His/biotin-(CUG)12 binding, 665/545 ratio; actives 0.036% (n = 280,000); Potency, µM (series often up to 57.5 µM), for the others: at the top dose activity change, negative = inhibition, most hits filed as inhibitors; active means well fitted inhibition curve with a large enough effect in the signal ratio, with a control signal flat, not every such curve was filed as active; inconclusive means small, poorly fitted or top-dose-only effect, or effect the other way, or a change in a side signal; inactive means no such curve, though single readings can be large or run the other way; the % refers to the signal ratio; further: on the % scale 0 is the no-effect control and ±100 the full control effect
Target sequence (Q9NR56 whole entry, looked up): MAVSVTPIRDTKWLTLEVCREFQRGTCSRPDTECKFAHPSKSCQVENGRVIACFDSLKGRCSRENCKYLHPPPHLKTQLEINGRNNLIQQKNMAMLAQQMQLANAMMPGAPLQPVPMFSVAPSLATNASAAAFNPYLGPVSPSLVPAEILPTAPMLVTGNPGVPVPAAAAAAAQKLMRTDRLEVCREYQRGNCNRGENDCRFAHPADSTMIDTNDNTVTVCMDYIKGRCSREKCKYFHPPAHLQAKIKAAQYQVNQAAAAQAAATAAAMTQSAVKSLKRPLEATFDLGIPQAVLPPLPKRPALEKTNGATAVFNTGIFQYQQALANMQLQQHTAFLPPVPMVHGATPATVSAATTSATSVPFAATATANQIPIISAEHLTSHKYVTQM
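TR-FRET between His-tagged MBNL1 and biotin-(CUG)12 RNA, detected with Tb anti-His antibody (0.055 ng/ul) and streptavidin-XL665 (5 nM), 60 min at room temperature. Compounds titrated 92 nM to 58 uM; 665/545 nm ratio normalized to buffer and complex controls.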
VP16 counter = Gal4-VP16 reporter inhibition counter-screen | Drosophila S2 Gal4-VP16 UAS-luciferase, luminescence, 20 h | Potency, µM (highest dose often 53.6 µM), inactives show at the top dose activity, negative = inhibition, actives largely listed as inhibitors | actives 3.5% (n = 310,000);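 further: Gal4-VP16 expression switched on by copper sulfate through the metallothionein promoter; on the % scale 0 is the no-effect control and ±100 the full control effect; nearly all actives have a fitted effect of over 50% in size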
The depositor's hits bear a star; ? = inconclusive; · = not tested or not shown; [ ] = dose if it differs, or a comment. Unless noted, the call rests on the fitted dose curve; in most records, active means well fitted curve in the direction sought with a large enough effect; inconclusive means small, poorly fitted or top-dose-only effect, or another doubt; inactive means no such curve, though single readings can be large; an effect the other way counts as inactive or inconclusive. Potency means the concentration at half of the fitted maximal effect.

mol,Rab9 prom act,NPC1 prom act,FLuc modulator,p53 reactivator,RORg inh,uPA generation,ELG1 genotoxic,BRCA1 expr act,MBNL1 CUG block,VP16 counter
COc1ccc(CC(=O)OCC(=O)N2CCN(S(=O)(=O)c3ccc(C)cc3C)CC2)cc1OC,-9%,-5%,1%,0%,·,-7%,-2%,-17%,·,·
CCOC(=O)C1=C(C)OC(N)=C(C#N)C1c1ccoc1 (stereo not given),7%,4%,-1%,0%,-7%,-7%,1%,13%,11%,20%
COc1ccc(N(CC(=O)NCCc2ccc(Cl)cc2)S(=O)(=O)c2c(C)[nH]c(=O)[nH]c2=O)cc1,2%,-3%,?,1%,22%,2%,4%,11%,-22%,0%
Nc1cc(Cl)ccc1C(=O)OCC(=O)NCC1CCCO1 (stereo not given),·,·,·,13%,·,-2%,6%,13%,·,·
O=[N+]([O-])c1ccc(O)c(-c2nc(-c3ccccc3)c(-c3cccs3)[nH]2)c1,-9%,-5%,1%,-3%,-89%,-15%,-4%,-88%,0%,11µM*
Cc1ccc(-n2cccc2/C=C2/NC(=O)N(CC(=O)Nc3cccc(C)c3)C2=O)cc1,-1%,-1%,3%,1%,-7%,-3%,3%,-24%,5%,?
O=C(O)C1CN(c2ncccc2[N+](=O)[O-])C1,-7%,-1%,0%,14%,-1%,-1%,0%,22%,?,3%
CC(C)(C)NC(=O)C(c1ccco1)N(C(=O)Cn1nnc(-c2ccc(F)cc2)n1)c1ccccc1F (stereo not given),-5%,0%,2%,-5%,-5%,·,-21%,-36%,-9%,5%[0.365 µM]
Cc1ccc(C(=O)N/N=C/c2c(O)ccc3ccccc23)cn1,-42%[inhibitor],-39%[inhibitor],?,25%,5µM*,?,12%,-70%,14%,7.1µM*
O=C(CSc1ccc([N+](=O)[O-])cn1)Nc1ccc2c(c1)OCO2,6%,7%,?,3%,-17%,0%,5%,-2%,?,17%
COc1cc(/C=C(\C#N)C(=O)NCC2CCCO2)ccc1OCCC(C)C (stereo not given),-5%,0%,?,6%,14%,0%,-3%,-8%,4%,5%
COc1ccc(C2(CNC(=O)c3ccc(OC)c([N+](=O)[O-])c3)CCCCC2)cc1OC,-2%,0%,-2%,-4%,-10%[10 µM],-3%,-7%,-35%,·,-5%
N#C/C(=C(/O)COC(=O)COc1ccc(Cl)cc1)c1nc2ccccc2[nH]1,0%,-2%,-1%,?,8.9µM*,4%,8%,-20%,11%,13µM*
COCC(=O)N1CCCC(C(=O)c2ccc(-c3ccccc3)c(F)c2)C1 (stereo not given),14%,2%,?,9%,?,-4%,-4%,37%,7%,-5%
Cc1nn(C)c(Cl)c1S(=O)(=O)N1CCC(CO)(CCc2ccccc2)CC1,-2%,-6%,-3%,0%,23%,·,-5%,-9%,20%,4%
O=C(CSc1nnc2ccc3ccccc3n12)N1CCOCC1,?,24%,?,?,18%,-6%,10%,?,-18%,-6%
CC(C)CN1CCC(=O)N(CCN=[N+]=[N-])CC1,3%,-5%,7%,·,-12%,-6%,1%,14%,2%,2%
COCCNc1nnc(SCC(=O)N2CCN(S(=O)(=O)c3ccccc3)CC2)s1,?,7%,0%,-2%,4%[10 µM],-1%,2%,-26%,-13%,0%
CC(OC(=O)CN1C(=O)NC2(CCCC2)C1=O)C(=O)Nc1cccc(Cl)c1 (stereo not given),7%,-6%,4%,-3%,-2%,-1%,2%,-19%,6%,-6%
Nc1sc2c([n+]1CCCS(=O)(=O)[O-])CCCC2,2%,-1%,-2%,3%,9%,-2%,-2%,-2%,-6%,-3%
COc1cccc(CNc2nc3nc(C)cc(C)n3n2)c1,16%,15%,-2%,15%,-2%,5%,?,45%,-2%,12%
O=C(Nc1ccccc1F)N(CCCN1CCOCC1)Cc1cc2cc3c(cc2[nH]c1=O)OCCO3,-6%,-3%,4%,0%,?,-7%,8%,-48%,-10%,-1%
CC(=O)Nc1ccc(S(=O)(=O)N2CCN(c3cc(C)nc4ncnn34)CC2)cc1,2%,-1%,4%,-3%,10%,13%,3%,-2%,-8%,-6%
NS(=O)(=O)c1ccc(CNC(=O)CNC(=O)Cc2ccccc2)cc1,5%,-1%,-2%,0%,-13%,-1%,-1%,-11%,-6%,-14%
CCCN1CCN(S(=O)(=O)c2cc3c(cc2C)NC(=O)CO3)CC1,-1%,-1%,5%,·,-29%,10%,5%,-4%,3%,-6%
O=C(NC(=S)Nc1cccc2ncccc12)c1ccccc1,-9%,-3%,3%,2%,7.9µM*,3%,2%,0%,18%,?
CCc1ccccc1NC(=S)N1N=CCC1c1ccccc1 (stereo not given),-2%,1%,-19%,25%,3.2µM*,0%,14%,58%,-8%,7.9µM*
CCOC(=O)c1sc2nc(C)nc(SCC(N)=O)c2c1C,-7%,-7%,-14%,-1%,0%,-6%,15%,-20%,-5%,1%
NC(N)=NCCCC(NC(=O)c1ccccc1)C(=O)Nc1ccc2ccccc2c1 (stereo not given),-3%,1%,1%,-1%,·,-5%,-4%,8%,·,·
O=c1cc(CSc2nc3cc(Cl)ccc3o2)nc2sccn12,5%,-5%,-7%,3%,?,-2%,-4%,-6%,0%,-15%
CNCC(O)CN(c1ccccc1)c1ccccc1 (stereo not given),4%,-2%,0%,-6%,40%,3%,0%,0%,-4%,3%
CCOC(=O)c1ccc(NCc2nc3ccccc3[nH]2)cc1,?,?,21µM*,?,?,?,?,?,4%,?
COc1ccccc1NC(=O)CN1C(=O)CC(C)S(=O)(=O)c2ccccc21 (stereo not given),9%,-2%,1%,-3%,-24%,-1%,6%,4%,2%,5%
COc1ccccc1NC(=O)N1CCN(c2ccc3nncn3n2)CC1,6%,0%,2%,1%,2%,10%,5%,-4%,-7%,16%
CC1Cc2ccccc2N1C(=O)C1CCCN(S(=O)(=O)c2cccc3nsnc23)C1 (stereo not given),-1%,2%,4%,0%,-20%,-6%,-8%,-44%,?,-21%
O=C(Nc1ccc(F)cc1)c1ccc2c(c1)S(=O)(=O)N=C1CCCCCN12,-1%,0%,-1%,9%,·,-6%,2%,23%,·,·
CNC(=O)c1cc2c(s1)CCCCCC2,3%,0%,13µM*,2%,-17%,·,0%,-3%,7%,0%
O=[N+]([O-])c1ccc(/C=N/Nc2nc(N3CCCCCC3)nc(N3CCCCCC3)n2)o1,-5%,-2%,-1%,-6%,11µM*,0%,-10%,-89%,?,?
CC1(C)SC(=S)N(NC(=O)Nc2ccccc2)C1N(O)C(=O)Nc1cccc2ccccc12 (stereo not given),-9%,-3%,2%,23%,-1%,21%,-2%,-52%,-12%,?
O=C(NCCC1=CCCCC1)c1cc(COc2c(F)cccc2F)on1,5%,-2%,-14%,15%,17%,-9%,5%,39%,-1%,3%
Cc1cc(NC(=O)COC(=O)c2nccnc2N)n(-c2ccccc2)n1,0%,-3%,3%,-7%,·,1%,-1%,-18%,·,·
COc1ccc(NC(=S)NCc2ccc(S(N)(=O)=O)cc2)cc1OC,-4%,-3%,-5%,-4%,-2%,3%,0%,0%,-26%,-4%
Cc1cccc(NC(=O)CSc2nnc(-c3ccco3)o2)c1,-1%,0%,7%,1%,7%,0%,?,-3%,-3%,-4%
CCCCCCC(=O)Nc1cc2c(C)cc(=O)oc2cc1C,-5%,-4%,2%,9%,27%,-3%,-1%,3%,4%,-2%
N#Cc1cnn2ccc(-c3cc(N4CCOCC4)ccc3[N+](=O)[O-])nc12,-1%,1%,-1%,3%,-36%,-4%,-14%,5%,?,-1%
COC(=O)Nc1nn(-c2ccc(OC)cc2)c(=O)c(C#N)c1C,2%,-1%,0%,5%,-26%,0%,-1%,7%,?,-7%
COCCNC(=O)[C@H]1N2C(=O)c3ccccc3C2SC1(C)C (stereo not given in full),-2%,0%,-3%,-6%,2%,5%,-1%,1%,-17%,-6%
CCOC(=O)C1CCN(C(=O)COc2ccc(S(=O)(=O)NC(C)C)cc2Cl)CC1,-3%,2%,3%,-15%,36%,4%,-1%,24%,-1%,-6%
CCN(C(=O)COC(=O)c1cccc(S(=O)(=O)NCc2ccccc2)c1)c1ccccc1,-3%,-8%,7%,-6%,·,-1%,-4%,-12%,·,·
COc1ccccc1CCC(=O)N(CCC1=CCCCC1)c1c(N)n(Cc2ccccc2)c(=O)[nH]c1=O,0%,-2%,2%,1%,·,-7%,-6%,-56%,·,·

Structural class: the compounds so far with a thiophene ring, fused or not.
mol,Rab9 prom act,NPC1 prom act,FLuc modulator,p53 reactivator,RORg inh,uPA generation,ELG1 genotoxic,BRCA1 expr act,MBNL1 CUG block,VP16 counter
O=[N+]([O-])c1ccc(O)c(-c2nc(-c3ccccc3)c(-c3cccs3)[nH]2)c1,-9%,-5%,1%,-3%,-89%,-15%,-4%,-88%,0%,11µM*
CCOC(=O)c1sc2nc(C)nc(SCC(N)=O)c2c1C,-7%,-7%,-14%,-1%,0%,-6%,15%,-20%,-5%,1%
CNC(=O)c1cc2c(s1)CCCCCC2,3%,0%,13µM*,2%,-17%,·,0%,-3%,7%,0%

Screening data from PubChem BioAssay.
